Mtb FBA inh: Mtb FBA enzyme inhibitors, primary screen, biochemical, fluorescence, strain H37Rv; Fructose-bisphosphate aldolase (Mycobacterium tuberculosis (strain ATCC 25618 / H37Rv)), …; purified M. tuberculosis FBA, fluorescence read-out; inhibition, % at 1 µM; 360,000 tested, 2.3% active; AID 588726, 2011; in the data active = inhibition above about 27%;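 also: 0% = vehicle and 100% = reference inhibitor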
Target sequence (P9WQA3 whole entry, looked up): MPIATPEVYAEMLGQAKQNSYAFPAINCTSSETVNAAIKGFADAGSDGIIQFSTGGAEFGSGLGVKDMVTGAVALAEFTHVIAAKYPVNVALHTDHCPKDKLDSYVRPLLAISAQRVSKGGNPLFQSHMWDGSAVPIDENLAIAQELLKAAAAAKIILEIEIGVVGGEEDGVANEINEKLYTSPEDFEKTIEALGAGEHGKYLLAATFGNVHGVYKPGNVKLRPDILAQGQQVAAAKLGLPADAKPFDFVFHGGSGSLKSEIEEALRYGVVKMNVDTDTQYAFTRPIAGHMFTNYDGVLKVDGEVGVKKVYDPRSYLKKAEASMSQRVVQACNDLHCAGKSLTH
PfHsp40 rescue: rescue of yeast from PfHsp40 toxicity, primary screen, S. cerevisiae, ATP luminescence | AID 504582, 2011 | 340,000 tested, 0.68% active | S. cerevisiae expressing PfHsp40, growth rescue | growth rescue, % at 12.5 µM; in the data active = growth rescue above about 28%, passing the limit was not always enough;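 also: yeast W303a lacking pdr1 and pdr3 grown in galactose medium; growth measured after three days at 30 °C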
GDH-TPI counter: GDH-TPI coupling enzyme inhibitors, primary screen, artefact control for M. tuberculosis FBA inhibitor project, biochemical, absorbance, full deck; GDH-TPI coupled enzyme counterscreen, NADH absorbance; inhibition, % at 4.8 µM; 360,000 tested, 1.2% active; AID 588335, 2011; in the data active = inhibition above about 30%;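 also: 0% = DMSO wells and 100% = wells lacking the enzyme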
Y pestis TopoI: Yersinia pestis topoisomerase I inhibitors, primary screen, biochemical, cleavage product accumulation, plate reader, single point | DNA topoisomerase I (Yersinia pestis CO92) | Y. pestis Topo-I cleavage product accumulation | activity, % at 10 µM | 360,000 tested, 0.064% active | AID 504884, 2011; in the data active = activity above about 50%, passing the limit was not always enough; also: inactives centre near 2
Vc quorum ag: inducers of Vibrio cholerae quorum light production without autoinducers, primary screen, BH1578 luxS cqsA deficient, single point | 350,000 tested, 0.16% active | AID 588436, 2011 | V. cholerae BH1578 lux reporter, luminescence, 6 h | activation, % at 18.7 µM; in the data active = activation mostly above about 9.7%, no sharp cut-off; also: not every result past the cut was called active; inactives centre near 0; reference of the scale not given here
BioA inh: M. tuberculosis BioA enzyme inhibitors, primary screen, biochemical, plate reader, single point, HTS | 7,8-diaminopelargonic acid synthase BioA (Mycobacterium tuberculosis) | purified M. tuberculosis BioA enzyme | inhibition, % at 9.99 µM | 360,000 tested, 0.096% active | AID 602481, 2012; in the data active = inhibition above about 40%
TcdB inh: TcdB glycohydrolase inhibitors, primary screen, biochemical, single point, plate reader. TcdB glycohydrolase enzymatic assay. AID 652162, 2013. Toxin B (Clostridioides difficile), P18177. 350,000 tested, 0.24% active. inhibition, % at 9.99 µM; in the data active = inhibition above about 10%
Mtb UGM inh: M. tuberculosis UGM enzyme inhibitors, primary screen, biochemical, fluorescence polarization, single point; UDP-galactopyranose mutase (Mycobacterium tuberculosis (strain ATCC 25618 / H37Rv)), …; purified UGM, fluorescence polarization probe displacement; inhibition, % at 10 µM; 320,000 tested, 0.06% active; AID 504406, 2011; in the data active = inhibition above about 10%, passing the limit was not always enough
Target sequence (P9WIQ1 whole entry, looked up): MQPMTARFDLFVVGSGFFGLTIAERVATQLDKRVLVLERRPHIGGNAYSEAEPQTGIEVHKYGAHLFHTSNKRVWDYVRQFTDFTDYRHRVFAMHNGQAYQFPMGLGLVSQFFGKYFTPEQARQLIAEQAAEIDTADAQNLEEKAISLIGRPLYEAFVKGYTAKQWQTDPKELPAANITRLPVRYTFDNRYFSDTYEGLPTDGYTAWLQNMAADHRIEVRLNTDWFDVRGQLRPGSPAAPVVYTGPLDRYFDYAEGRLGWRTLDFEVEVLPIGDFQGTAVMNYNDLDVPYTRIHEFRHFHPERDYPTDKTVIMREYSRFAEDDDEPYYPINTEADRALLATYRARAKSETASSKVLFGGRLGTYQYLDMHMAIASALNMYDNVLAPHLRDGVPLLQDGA
FadD28 binding: inhibitors of FadD28 bisubstrate probe binding, primary screen, biochemical, fluorescence polarization, single point. Mycobacterium tuberculosis FadD28 fatty-acid-AMP ligase. inhibition, % at 12.5 µM. 360,000 tested, 0.22% active. AID 588549, 2011; in the data active = inhibition above about 8.5%, passing the limit was not always enough
Active calls of the source: *; i = inactive; / = no result given; & = joins results of further samples. Random draw from the library. Share with any hit: about 4.6%.

Below each SMILES: Mtb FBA inh, PfHsp40 rescue, GDH-TPI counter, Y pestis TopoI, Vc quorum ag, BioA inh, TcdB inh, Mtb UGM inh, FadD28 binding
COCCOC(=O)c1c(C)oc2ccc(NS(=O)(=O)c3ccc(F)cc3)cc12
 : 3, 0.8, 0, 4, 0.1, 0.7, 1.6, -0.2, -1.1
Oc1oc(-c2ccco2)nc1C=Nc1cccc(Cl)c1
 : 2, 2.2, 11, 0, -2.9, -2.0, /, 1.4, -0.3
CCOc1cc(C=O)cc(Cl)c1OCC(N)=O
 : 0, 0.2, 0, -5, i, /, -4.6, 1.3, -1.3
COc1cc(C2c3[nH]c4ccccc4c3C[C@H]3C(=O)N(CCO)CC(=O)N23)cc(OC)c1OC (stereo partly specified)
 : 0, 0.4, -6, 0, -0.5, 0.0, 2.2, 0.1, 2.4
COc1ccc(NC(=O)Nc2ccc3c(c2)C(=O)N([C@H](C)CO)C[C@H](C)[C@@H](CN(C)S(=O)(=O)c2ccc(F)cc2)O3)cc1
 : 3, -0.3, 12, 13, -0.4, -0.5, 1.1&0.7, -0.8, 2.5
Cc1cnc(NC(=O)COc2ccc3c(c2)CCC3)s1
 : -5, 23, 5, 7, -7.7, -1.7, 1.9, 1.5, -4.4
Cc1ccn2c(Cc3ccccc3)c(-c3ccccc3)nc2c1
 : 23, /, 2, 32, 1.1, 6.0, 1.0, /, -6.7
O=C(NCCc1ccccc1)C1CCN(C(=O)c2sccc2-n2cccc2)CC1
 : -1, -1.3, -7, 10, -0.4, 7.3, 1.2, 3.3, -2.6
CC(C)[C@H](NC(=O)C1CCN(S(=O)(=O)c2ccccc2)CC1)C(=O)NCc1ccncc1
 : -1, -0.8, 3, 1, -0.5, -2.4, 0.1, 0.1, -2.3
CN(Cc1c(C(=O)N/N=C/c2cc(F)ccc2F)nnn1-c1nonc1N)C1CCCCC1
 : 4, 0.9, 0, 7, 0.9, -0.5, 1.1, -1.1, -1.4
CCN(Cc1ccccc1)C(=O)CN1C(=O)c2ccccc2S1(=O)=O
 : 1, 0.5, -4, 4, 1.0, -0.2, -1.8, 2.9, -0.7
Cc1nc(-c2cccc(NC(=O)COc3ccc(Cl)cc3)c2)cs1
 : -3, 56*, -12, 21, -0.1, -0.5, 1.0, -1.0, -5.3
O=C(NN1C(=O)C2C3c4ccccc4C(c4ccccc43)C2C1=O)c1ccc(Cl)cc1 (stereo unspecified)
 : -3, 2.2, -1, -7, i, -1.5, 2.9, -1.0, -3.1
O=C(NN1C(=O)C2C3C=CC(C3)C2C1=O)c1ccccc1 (stereo unspecified)
 : 77*, 0.0, 4, -1, -0.2, /, 0.1, -3.6, -3.8
CCC(C)Nc1ccc(NC(C)CC)cc1 (stereo unspecified)
 : -10, 2.8, 11, 3, -0.4, -0.7, /, 0.9, 1.4

Of the compounds above, two have a furan ring, fused or not:
Below each SMILES: Mtb FBA inh, PfHsp40 rescue, GDH-TPI counter, Y pestis TopoI, Vc quorum ag, BioA inh, TcdB inh, Mtb UGM inh, FadD28 binding
COCCOC(=O)c1c(C)oc2ccc(NS(=O)(=O)c3ccc(F)cc3)cc12
 : 3, 0.8, 0, 4, 0.1, 0.7, 1.6, -0.2, -1.1
Oc1oc(-c2ccco2)nc1C=Nc1cccc(Cl)c1
 : 2, 2.2, 11, 0, -2.9, -2.0, /, 1.4, -0.3

(more compounds)
Below each SMILES: Mtb FBA inh, PfHsp40 rescue, GDH-TPI counter, Y pestis TopoI, Vc quorum ag, BioA inh, TcdB inh, Mtb UGM inh, FadD28 binding
Cc1cc2cc(C)c(NCCNC(=O)c3cccc(F)c3)nc2cc1C
 : 5, -0.6, 4, 26, -0.3, /, 0.2, -0.8, -2.9
COc1cc(OC)cc(-c2nnc(SCC(=O)Nc3cccc(C(=O)O)c3)s2)c1
 : 0, -0.5, -1, 0, -1.0, /, -1.2, -1.1, -1.5
CC(C)(C)C(=O)N(Cc1ccc(Cl)cc1)c1cnccn1
 : 6, -1.0, 3, 6, 0.1, 1.0, 0.4, -4.2, -0.8
CC(=O)NC12CC3CC(C1)CC(C(=O)N1CCN(S(=O)(=O)c4ccccc4C#N)CC1)(C3)C2
 : 1, -1.1, 0, -13, -0.9, 0.9, 0.7, /, -2.5
CCC(C)NC(=O)Cn1cc(S(=O)(=O)N2CCN(c3ccccc3F)CC2)c2ccccc2c1=O (stereo unspecified)
 : 1, 1.4, -2, 2, 0.3, /, 0.3, -0.9, -0.3
CCC(C)C(NC(=O)c1ccccc1NC(=O)c1ccccc1)C(=O)N1CCOCC1 (stereo unspecified)
 : 1, 0.4, -5, 7, -0.3, -0.6, 0.5, -1.8, -2.2
COc1ccc(C(CNC(=O)CSc2ccc(Br)cc2)N2CCOCC2)cc1 (stereo unspecified)
 : -1, -0.3, -4, 25, -2.8, /, -0.2, 2.3, 0.0
COc1ccc(CN(C)C[C@H]2OCCCC[C@@H](C)Oc3ccc(NC(=O)c4ccccc4)cc3C(=O)N([C@H](C)CO)C[C@@H]2C)cc1
 : -2, /, 10, 11, -2.1, -0.2&-0.4, -0.4&-0.6, /, -0.2
COC(OC)C1(C)C(C#N)=C(N)Oc2c1c(=O)oc1ccccc21 (stereo unspecified)
 : -1, -0.1, 14, -4, -0.6, 1.9, -0.2, 2.2, -1.2
O=C1NCCN(CC2CCN(CCc3ccc(Cl)c(Cl)c3)CC2)C1=O
 : 5, -0.4, 9, -5, -1.4, 0.3, -0.6, /, -1.2
CCOc1ccc(S(=O)(=O)NN=C(C)c2cccnc2)cc1
 : 2, 0.2, 7, 2, 2.0, -0.7, 0.1, 0.5, -0.7
CC(=O)c1c(C)[nH]c(C(=O)OCC(=O)c2c[nH]c3ccccc23)c1C
 : -3, 0.3, 6, 3, -0.9, 0.2, 0.3, -1.5, -2.8
Cc1occc1C(=O)N/N=C/c1c[nH]c2ccccc12
 : 4, -0.7, 23, -5, -2.6, -1.7, 1.4, 0.9, 0.3
CS(=O)(=O)N(CCc1ccccc1)CC(=O)NCc1ccc(Cl)cc1
 : 0, 0.7, 7, -10, -0.6, /, 0.7, 0.9, -4.3
O=C1C(Cc2ccc(O)cc2)NC(=S)N1c1ccccc1 (stereo unspecified)
 : 0, -0.2, 7, -10, -0.5, -1.7, /, -0.5, 0.6
Cn1cc(S(=O)(=O)N2CCc3ccccc3C2)c(=O)n(C)c1=O
 : 1, -1.3, 1, 3, -1.1, 2.9, 0.5, -0.6, 0.3
Cc1cc(Cl)ccc1N=c1ssnc1Cl
 : 5, -0.1, 11, -7, i, 0.0, /, -0.1, -0.3
CCn1ccnc1CN1CCN(CCC(C)C)C(CCO)C1 (stereo unspecified)
 : -4, 1.8, -6, 5, i, /, -3.3, 3.2, -4.6
Cc1cnc(C(=O)NC2CC(C)(C)Cc3c2cnn3-c2cccc(F)c2)cn1 (stereo unspecified)
 : -1, 0.2, 4, 24, -1.0, 63*, 1.0, -1.4, 0.5
COc1ccc(N2CCC(CNC(=O)Nc3cccc(OC)c3)C2)cc1 (stereo unspecified)
 : -1, 0.2, -2, -1, i, 1.2, /, -1.7, 1.2
CCc1nnc(NS(=O)(=O)c2ccc(NC(=S)NC(=O)c3ccncc3)cc2)s1
 : 0, -0.7, 12, 4, -0.2, 2.1, 1.3, 1.0, -7.8
C=C(C)C1CC=C(C)/C(=N\NC(=O)CCC(=O)Nc2ccc(C)c(C)c2)C1 (stereo unspecified)
 : -3, -0.4, -9, 8, i, 0.4, 0.0, 1.2, -2.6
NC[C@H](Cc1ccccc1)NCCc1cc(C(F)(F)F)cc(C(F)(F)F)c1
 : 1, 1.5, 12, 7, -1.0, -1.3, 0.8, 3.2, -6.1
COc1ccc(OC)c(C(=O)c2ccc(C(=O)N3CCCCC3)cc2)c1
 : 0, 2.0, 17, 3, -1.2, 1.0, /, 1.8, 0.8
C[C@]12CCC3C(CC[C@H]4C[C@@H](O)CC[C@]34C)C1CC[C@@H]2O (stereo partly specified)
 : 0, -2.0, -1, 6, -8.3, 0.4, 3.4, -2.2, /
CCN(C[C@H]1N[C@@](Cc2ccccc2)(C(=O)OC)[C@H]2C(=O)N(C)C(=O)[C@@H]12)C(=O)c1ccccc1
 : 2, -0.2, 1, -7, -0.9, 0.6, 0.9, -1.8, -3.4
CC1(C)C(=O)Nc2ccccc2N1C(=O)COC(=O)CNS(=O)(=O)c1ccc(Br)cc1Cl
 : -2, -1.2, 0, 18, 4.2, -0.1, 1.1, /, -4.0
N/C(=N\OC(=O)CN1C(=O)c2ccccc2C1=O)c1ccc(Br)cc1
 : -2, -1.7, -5, 2, i, /, 1.1, -1.0, -0.8
COCCNC(=S)N1CCc2cc(OC)c(OC)cc2C1COc1ccc(F)cc1 (stereo unspecified)
 : 1, 1.2, -2, 10, -0.4, 0.7, 1.2, 0.6, 1.7
Cc1ccccc1OCCNCC(C)O (stereo unspecified)
 : 5, -0.7, 4, -3, i, /, 1.8, -1.3, -0.6
O=C(Nc1ccc(Cl)c(Cl)c1)C1CCCCC1
 : -5, 12, -9, -5, i, -0.2, 1.9, 1.6, -2.8
CCOC(=O)c1c(NC(=O)COC)sc(C)c1C
 : 1, 1.6, 11, -3, -0.5, -1.4, /, -0.5, -1.5
CSc1ncccc1C(=O)NNC(=O)c1ccc(NS(=O)(=O)c2cccs2)cc1
 : 4, -1.2, 5, 4, -1.4, 0.0, 1.7, -0.3, -1.9
CC(C)OC(=O)c1ccc(NC(=O)CSc2nc3ncccc3[nH]2)cc1
 : -1, 0.3, 0, -6, -0.5, /, 1.2, -1.6, -3.6
Cc1ccc(S(=O)(=O)NNC(=O)c2sccc2-n2cccc2)cc1
 : 0, 1.2, -9, 1, -3.3, /, /, -0.4, -0.9
CCOC(=O)C1C(=O)NC(SCC(N)=O)=C(C#N)C1c1ccccc1OCC (stereo unspecified)
 : 2, 1.7, -4, -9, /, -6.3, /, 0.6, -2.7
Fc1ccc(N2CCN(C(c3cccs3)c3nnnn3CCc3ccccc3)CC2)cc1 (stereo unspecified)
 : -4, 1.1, -2, -8, -5.6, -2.2, /, -2.2, -0.8
Cc1ccc(Nc2nnc(SCC(=O)NCCN3C(=O)CSC3=O)s2)cc1
 : -1, -0.6, -1, 2, -5.6, /, 3.4, -2.8, -4.1
CCOc1cccc2cc(C(=O)NCc3ccccc3)c(=N)oc12
 : 2, 0.1, 1, 4, 0.6, -1.3, /, -2.4, -2.8
Cc1cc2c(cc1C)C(c1ccccc1F)CC(=O)N2 (stereo unspecified)
 : -1, -0.7, 5, 9, -0.1, -1.2, -1.4, -0.2, -0.3
CCOC(=O)C(=CNc1ccc(-c2ccco2)c(Cl)c1)C(=O)OCC
 : 14, -2.1, 25, 24, -0.7, -1.1, 1.2, 0.8, -2.0
COC1(OC)C(/C=C/c2ccc(C)cc2)C(C#N)(C#N)C1(OC)OC (stereo unspecified)
 : -8, -0.4, 1, 7, -1.3, 0.1, /, -0.8, -2.7
CC(=O)c1ccc(C(=O)N2CCC(n3nccc3NC(=O)C3CC3)CC2)cc1
 : -2, 0.3, 3, -9, -0.8, 0.7, 0.8, 1.3, -1.3
CCCc1c(C(=O)N/N=C/c2ccc(C)s2)nnn1-c1nonc1N
 : -1, -0.6, 4, -6, -0.3, -0.5, -2.6, -0.5, -2.8
CC(C)CC(=O)Nc1cccc(C(=O)Nc2ccccc2C(=O)O)c1
 : 6, -0.9, 26, -12, -0.5, -6.5, /, 2.2, -4.7
c1cc2c(cc1Nc1nc(-c3ccc4c(c3)OCO4)cs1)OCCO2
 : -1, -0.8, 2, -14, -0.3, -2.0, /, -0.7, 0.4

Taken from above.
O=C(Nc1ccc(Cl)c(Cl)c1)C1CCCCC1 @ PfHsp40 rescue: 12
CCCc1c(C(=O)N/N=C/c2ccc(C)s2)nnn1-c1nonc1N @ TcdB inh: -2.6
